# core dimer inh – blocks dimerization of HCV core protein | 300,000 tested, 0.33% active | inhibition, % at 5 µM | TR-FRET GST/Flag-core106 dimerization, 1536-well | AID 1899;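 active means inhibition above the mean of all tested compounds plus 3 SD, set per screening campaign, cut at about 45% in these data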
#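 System: GST/Flag-tagged HCV core106 proteins. Incubation: compound-protein-antibody incubation 4 h at 22.5 °C. Technique: HTRF with 340 nm excitation, 617/671 nm emission. Medium: KF-containing HEPES buffer, pH 7.45, DTT, CHAPS, BSA. Read-out: inhibition (%) from 671 over 617 nm ratio. Also added: Eu(K)-anti-GST 90 ng/mL plus XL665-anti-Flag 1 µg/mL.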
# PREPL inhibitor – inhibitors of human prolyl oligopeptidase-like enzyme PREPL; Q4J6C6; recombinant PREPL, fluorescence polarization activity-based probe; inhibition, % at 5.96 µM; 320,000 tested, 0.68% active; AID 2751; in the data active means inhibition above about 43%;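 further: 0% = enzyme with DMSO and 100% = wells lacking enzyme; many of its hits are not listed in these tables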
# Target sequence (Q4J6C6 whole entry, looked up): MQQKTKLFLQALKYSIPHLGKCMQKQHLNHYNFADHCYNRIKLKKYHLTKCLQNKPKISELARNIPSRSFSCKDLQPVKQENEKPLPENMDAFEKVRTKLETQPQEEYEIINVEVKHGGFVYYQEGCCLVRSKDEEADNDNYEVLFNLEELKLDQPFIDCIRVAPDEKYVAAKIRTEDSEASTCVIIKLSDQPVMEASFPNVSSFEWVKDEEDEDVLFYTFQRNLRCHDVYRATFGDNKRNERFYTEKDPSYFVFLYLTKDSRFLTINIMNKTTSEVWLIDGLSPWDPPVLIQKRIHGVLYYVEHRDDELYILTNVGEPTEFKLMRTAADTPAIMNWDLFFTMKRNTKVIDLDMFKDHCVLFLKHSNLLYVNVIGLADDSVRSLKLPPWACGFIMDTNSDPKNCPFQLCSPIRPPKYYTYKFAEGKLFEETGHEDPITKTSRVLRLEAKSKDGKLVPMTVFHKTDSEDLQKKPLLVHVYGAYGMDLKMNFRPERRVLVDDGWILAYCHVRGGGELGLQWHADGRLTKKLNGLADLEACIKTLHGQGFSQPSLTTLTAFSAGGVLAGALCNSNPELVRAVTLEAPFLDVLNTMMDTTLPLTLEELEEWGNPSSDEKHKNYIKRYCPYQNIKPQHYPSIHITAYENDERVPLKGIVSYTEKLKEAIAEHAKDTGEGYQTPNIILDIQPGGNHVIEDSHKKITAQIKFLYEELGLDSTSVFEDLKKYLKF
# PP1 counter – PP1-alpha (human) inhibition in PP5 counter-screen; inhibition, % at 6.7 µM; P62136; AID 2235; 320,000 tested, 0.9% active; purified PP1alpha, OMFP fluorescence;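 active means inhibition above the mean inhibition of all tested compounds plus 3 SD, computed separately for each screening campaign, cut at about 15% in these data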
# TPT1 inhibitor – blocks Candida albicans tRNA 2'-phosphotransferase; recombinant caTPT1, FP RNA substrate dephosphorylation; inhibition, % at 5 µM; 300,000 tested, 0.81% active; AID 1962;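 active means inhibition above the mean of all tested compounds plus 3 SD, set per screening campaign, cut at about 24% in these data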;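 further: plate controls were DMSO alone for no effect and ferristatin control at 100 nM for full effect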
# Efflux pump inh – antifungal efflux pump inhibition, Nile Red retention; S. cerevisiae Candida pump triplex; inhibition, % at 10 µM; 330,000 tested, 0.44% active;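 active means plate passing quality check with inhibition over a set limit, or well fluorescence over plate mean plus 4 SD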;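 further: Nile Red retained in pooled yeast measured as flow cytometry median fluorescence; 0% = buffer negative control and 100% = Enniatin B positive control; higher means more Nile Red kept so more efflux inhibition; some compounds called inactive have numbers as strong as hits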
# EBNA-1 inhibitor – blocks EBNA-1 binding to DNA; EBNA-1 DNA binding, fluorescence polarization; inhibition, % at 14.8 µM; 300,000 tested, 0.34% active; AID 1950; in the data active means inhibition above about 28%
# PP5 inh – PP5 (human) phosphatase inhibition | 320,000 tested, 0.18% active | P53041 | purified PP5c, OMFP substrate fluorescence | inhibition, % at 6.7 µM | AID 1987;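 active means inhibition above the campaign's mean inhibition across all tested compounds plus 3 SD, cut at about 9.5% in these data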;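 further: 0% = DMSO only and 100% = 100 µM cantharidin control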
# Fh CTSL1 inh – counter-screen for PFM18AAP inhibitors: inhibitors of F. hepatica cathepsin L1; inhibition, % at 5.96 µM; AID 1906; 300,000 tested, 0.49% active; recombinant F. hepatica cathepsin L1, Z-Leu-Arg-MCA fluorescence;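 active means inhibition above the mean of all tested compounds plus 3 SD, set per screening campaign, cut at about 17% in these data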;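 further: 0% = plate median of test compound wells and 100% = 1 µM Z-Phe-Ala-diazomethylketone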
# ZTA DNA inh – counter-screen for EBNA-1 inhibitors: inhibitors of Epstein-Barr virus ZTA | 320,000 tested, 0.15% active | AID 2234 | ZTA-DNA binding, fluorescence polarization | inhibition, % at 11 µM; in the data active means inhibition above about 33%
# Target sequence (P03206 whole entry, looked up): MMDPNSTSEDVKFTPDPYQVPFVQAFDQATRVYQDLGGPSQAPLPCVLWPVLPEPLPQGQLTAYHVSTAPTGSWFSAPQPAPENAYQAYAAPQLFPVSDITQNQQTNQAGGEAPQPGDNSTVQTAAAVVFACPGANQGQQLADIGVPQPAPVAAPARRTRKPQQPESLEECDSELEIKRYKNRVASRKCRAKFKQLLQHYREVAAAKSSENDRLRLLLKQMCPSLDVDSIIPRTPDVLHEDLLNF
# Numbers without * were called inactive; . = not tested or not shown.
structure	Fh CTSL1 inh	PREPL inhibitor	PP1 counter	Efflux pump inh	ZTA DNA inh	PP5 inh	EBNA-1 inhibitor	core dimer inh	TPT1 inhibitor
O=C(CSc1nnc(Cc2ccccc2)n1-c1cccc(Cl)c1)NNC(=O)Cc1ccccc1	-23	-6	0	0.1	-1	2.3	9	-2	1
Cc1ccc(C)c(Sc2ccc(S(=O)(=O)Nc3ccc(C(=O)O)cc3)cc2)c1	.	5	7	0.2	8	2.3	.	.	.
O=C(O)C1C2CCC(C2)C1C(=O)N1CCCC1 (centres undefined)	3	-2	0	0.0	1	-1.0	1	4	0
COCCN(C(=O)COC(=O)CCc1ccccc1OC)c1c(N)n(Cc2ccccc2)c(=O)[nH]c1=O	-6	-3	0	0.0	-4	1.7	6	-11	0
CCN1CCN(c2ccc(N=Cc3ccccc3O)cc2)CC1	-2	9	2	0.1	6	-3.8	7	0	2
COc1ccccc1NS(=O)(=O)c1cccc(N2CC(O)=C(c3ccccc3)C2=N)c1	8	8	-4	-0.1	-15	-0.4	-4	-12	-3
COc1ccc(C2C([N+](=O)[O-])=C(C)N(C)C(=O)N2C)cc1OC (centres undefined)	-1	3	-1	0.2	-4	-1.7	2	3	1
CCOc1ccc(-n2c(N)c(-c3nc4ccccc4[nH]3)sc2=S)cc1	0	2	0	0.0	1	3.7	0	-10	2
CC(Sc1nc(-c2ccccc2)cc(C(F)(F)F)n1)C(=O)Nc1sc2c(c1C#N)CCC2 (centres undefined)	3	-2	1	-0.1	3	2.5	-9	4	4
O=C(Cn1ncc2c3ccccc3n(Cc3ccccc3)c2c1=O)N1CCN(c2ncccn2)CC1	3	-2	6	0.1	-5	3.6	-1	32	-1
COCCN(C(=O)COC(=O)C(c1ccccc1)c1ccccc1)c1c(N)n(Cc2ccccc2)c(=O)[nH]c1=O	0	7	1	0.3	3	-1.6	-7	4	5
COc1ccc2[nH]c(O)c(N=O)c2c1	8	20	-3	-0.1	-23	1.3	-10	-20	0
CC1CCCC(NC(=O)Cn2cc(C(F)(F)F)cc(Cl)c2=O)C1C (centres undefined)	.	6	0	0.3	-5	-1.1	.	.	.
Cc1ccc(C)c(NC(=S)N2CCC(NC(=O)c3cccc(F)c3)CC2)c1	0	20	5	0.1	3	0.9	10	-6	-2
Cc1cc(C)c(C#N)c(N2CCN(S(=O)(=O)Cc3ccccc3)CC2)n1	0	7	-2	0.0	3	-0.2	1	8	-3
COc1ccc(NC(=O)Cn2c(=O)n(-c3ccccc3)c(=O)c3oc4ccccc4c32)c(OC)c1	5	-3	-4	-0.1	19	0.0	26	11	-1
O=S1(=O)CC/C(=N\O)c2ccccc21	0	-3	0	0.1	0	1.9	6	-3	-2
Cc1onc(NC(=O)NC(=O)c2ccccc2F)c1Br	0	4	-2	0.0	8	3.5	13	8	2
Cc1c(NC(=O)Nc2ccc([N+](=O)[O-])cc2)c(=O)n(-c2ccccc2)n1C	-1	-10	-3	0.0	1	1.9	6	-2	-2
O=C(N/N=C/c1ccccn1)C(=O)N1CCCCCC1	0	-2	3	0.1	2	1.9	-3	-9	0
Cc1nn(-c2ccccc2)c(Cl)c1C(=O)NCC1CCCO1 (centres undefined)	.	3	-2	-0.2	2	-3.1	.	.	.
Cc1ccc(S(=O)(=O)Nc2ccc(C(=O)N3CCN(c4ccccc4O)CC3)cc2)cc1[N+](=O)[O-]	4	13	-7	0.0	3	3.0	-13	18	4
CCCCn1c(Nc2ccc(OC)cc2)nc2ccccc21	4	6	-1	0.2	6	2.4	5	2	0
COc1cccc(CN2CCNC(=O)C2CC(=O)NCCN2CCOCC2)c1OC (centres undefined)	-3	2	-1	0.1	-9	0.8	4	1	-6
Cc1ccc(C(=O)N2C3=C(CCCC3)C(=O)NC23CCCCC3)cc1	10	13	-6	-0.1	-4	-3.1	4	-1	1
O=C1CCN(Cc2ccccc2)C(=O)N1c1ccccc1	-5	1	2	0.0	-22	0.1	-10	-5	-8
O=C(COC(=O)c1cc(Cl)ccc1O)NC(=O)NCc1ccccc1	.	6	-1	0.2	15	2.6	.	.	.
CC(C)(C)c1csc(NC(=O)c2ccc(Cl)s2)n1	0	-9	4	0.0	0	4.6	3	-2	-3
CC(C)(C)NC(=O)CCN(/N=C/c1ccccc1)C1=NS(=O)(=O)c2ccccc21	4	-2	0	-0.1	5	-0.3	3	2	-3
CC(C)c1ccc(NC(=O)c2cc([N+](=O)[O-])ccc2N2CCOCC2)cc1	1	-6	-1	0.0	8	0.9	5	9	-4
COc1ccc(-c2[nH]c(-c3ccc(C)cc3)nc2SCC(=O)NC2CCCC2)cc1	3	15	1	0.0	4	1.4	-2	-4	1
CCc1ccc(NC(=S)NC(=O)CC(C)C)cc1	2	4	1	0.4	7	1.3	6	9	-3
COC(=O)c1ccc(CNC(=O)c2ccc(S(=O)(=O)N3CCCC(C)C3)cc2)cc1 (centres undefined)	.	2	14	-0.1	-12	1.3	.	.	.
CCCN(CC1CCCO1)C(=O)CCc1nnc(CCc2ccc(OC)cc2)o1 (centres undefined)	1	4	2	0.2	-4	1.1	1	2	-1
Cc1ccc2nc(SC(C)C(=O)N3CCCC3)[nH]c2c1 (centres undefined)	-2	21	3	0.2	12	-0.6	-3	5	2
Cc1nc2ccc(NC(=O)c3ccc(=O)[nH]c3)cc2s1	0	-4	-1	-0.1	-7	2.1	-16	-6	1
CCN(CC)S(=O)(=O)c1cc(NC(=O)C(C)N2CCN(c3ccccn3)CC2)ccc1C (centres undefined)	0	9	1	0.0	-4	2.0	-5	-1	1
O=C(O)CNS(=O)(=O)c1ccc2c(c1)CCCC2	-4	2	1	0.1	14	0.5	-2	-3	0
CN(C1CCCC1)C1CCN(C(=O)CNC(=O)/C=C/c2cccc(C(F)(F)F)c2)CC1	3	11	2	-0.1	-8	-2.4	8	-11	-1
CCOc1ccc(C(=O)CCC(=O)N(CC)CC(=O)NCc2ccc(Cl)cc2)cc1	2	5	-1	0.1	8	0.1	11	3	-5
O=C(NC1=NCCS1)c1ccc(Br)s1	1	4	0	-0.2	-9	1.8	-4	7	-3
NC(=O)COC(=O)c1ccc(S(=O)(=O)NCc2ccco2)cc1	-1	-8	3	0.1	1	-1.2	-8	-1	-3
CC1CN(S(=O)(=O)c2ccc(C(=O)N3CCc4ccccc43)cc2)CC(C)O1 (centres undefined)	.	9	-5	0.3	-5	0.0	.	.	.
Cc1cc2oc(=O)c(CC(=O)NCCCN(C)C)c(C)c2c2occ(C(C)(C)C)c12	-5	23	5	0.9*	-1	2.6	-8	-9	-2
O=C(OCC(=O)N1CCc2ccccc2C1)c1ccc(N2CCOCC2)c([N+](=O)[O-])c1	0	14	0	0.0	2	1.1	4	-1	2
CNC(=S)NNC(=O)c1ccccc1F	9	-1	-1	0.1	8	0.1	10	-1	4
Cc1ccc(C)c(-c2ccc(=O)n(Cc3ccc(F)cc3Cl)n2)c1	4	0	8	-0.1	13	3.4	4	13	-4
Nc1ccccc1C(=O)Nc1ccc(Cl)cc1Cl	0	2	-3	0.2	-6	1.4	-15	-2	1
Cc1cc(C(=O)NC2CCCc3ccccc32)c(C)o1 (centres undefined)	-1	10	0	-0.1	-2	3.4	1	-8	1
CCC(=O)N1CCN(CCN=CC2=C(O)CC(c3cccs3)CC2=O)CC1 (centres undefined)	-3	2	-1	0.1	0	0.2	1	-1	1
Cc1c(C(=O)O)oc2ccc(S(=O)(=O)NC3CCCCCCC3)cc12	-8	16	2	1.0*	-2	2.8	-5	-1	-3
CCN1/C(=C2/SC(=S)NC2=O)Sc2ccccc21	-2	2	-2	-0.2	3	1.5	-1	-19	1
Cc1nc2c(ccc3nc(NC(=O)C4CC4)sc32)s1	-2	-1	-1	0.0	2	1.2	10	3	-1
COc1ccc(Cn2nnnc2C(c2cc3cc(C)ccc3[nH]c2=O)N2CCN(C)CC2)cc1 (centres undefined)	-4	7	-8	-0.1	1	-1.2	-5	-1	-4
CCOC(=O)C1CCC2(CC1)C(C#N)=C(N)Oc1n[nH]c(C)c12 (centres undefined)	-3	-6	-1	0.2	-9	-0.5	-14	-4	0
CN(CCCC(=O)NCc1ccco1)S(=O)(=O)c1ccccc1	2	6	-1	-0.1	-12	-1.8	-5	-6	-3
N#Cc1cccc(NC(=O)c2cncn2-c2ccccc2)c1	-3	2	1	-0.1	-7	-0.3	-10	-5	1
COc1cccc(CNC(=O)CCC2CCCN(C(=O)c3cc(C)on3)C2)c1 (centres undefined)	-6	3	-2	0.2	-14	2.0	-8	4	4
CNc1ccccc1C(=O)OCC(C)=O	-3	-4	0	.	-6	1.3	-6	-2	-3
COc1cc(C(=O)Nc2ccc(Cl)c([N+](=O)[O-])c2)cc(OC)c1OC	-1	18	1	0.0	-5	4.0	1	2	-5

# (cont.)
structure	Fh CTSL1 inh	PREPL inhibitor	PP1 counter	Efflux pump inh	ZTA DNA inh	PP5 inh	EBNA-1 inhibitor	core dimer inh	TPT1 inhibitor
CCSc1nnc2ccc(-c3ccc(OC)c(OC)c3)nn12	4	5	-4	0.2	-18	0.0	-3	2	2
CCc1nc2nc(C)c(NS(=O)(=O)c3ccc(C4CCCCC4)cc3)c(=O)n2[nH]1	-4	17	5	0.2	8	0.5	0	11	1
O=C(CSc1nc2ccccc2nc1SCC(=O)N1CCOCC1)N1CCOCC1	1	15	1	0.1	-8	-1.5	-6	0	-2
COCCN(C(=S)Nc1ccc(C)cc1)C(C)c1ccco1 (centres undefined)	-5	6	0	-0.1	2	2.4	3	2	2
COc1ccc(N2CCN(C(=O)C3CCC(Cn4c(=S)[nH]c5ccccc5c4=O)CC3)CC2)cc1 (centres undefined)	4	5	6	0.3	-5	2.3	6	13	1
CSc1ccccc1NC(=O)CN(C)C(=O)C1CC(=O)N(C(C)c2ccccc2)C1 (centres undefined)	.	4	-4	0.0	-4	1.8	.	.	.
COc1cccc(/C=N/NC(=O)c2c(C)nc3ccc(Br)cn23)c1	5	14	-6	0.1	6	-2.2	-7	-3	0
COc1ccc(S(=O)(=O)N2CCCCC2)cc1-n1cnnn1	-3	0	3	-0.1	-2	2.5	-10	-5	-1
O=C(Nc1ccccc1)N(C1=NCCCCS1)c1cccc2ccccc12	-13	-2	1	0.1	9	1.0	-8	-7	-3
Cc1cc(-c2csc(NC(=O)C3=COCCO3)n2)c(C)n1C	3	3	13	0.0	20	-1.8	3	33	4
COCCn1c(-c2ccc(Cl)cc2)cnc1SCC(=O)NCc1cccs1	3	27	-2	0.1	0	1.2	14	3	1
CN1CCCC(OC(=O)/C(C#N)=C/c2ccccc2)C1 (centres undefined)	4	12	-6	0.0	2	-1.8	-5	-1	4
CNc1oc(-c2ccc(Cl)cc2)nc1C#N	-2	5	-1	-0.1	2	2.7	5	1	-2
CCCCCOC(=O)Nc1nnc(CCC)s1	1	9	0	0.1	-20	3.4	-5	-2	-5

# Full records, quoted from the list. Order of screens: Fh CTSL1 inh | PREPL inhibitor | PP1 counter | Efflux pump inh | ZTA DNA inh | PP5 inh | EBNA-1 inhibitor | core dimer inh | TPT1 inhibitor
# `CSc1ccccc1NC(=O)CN(C)C(=O)C1CC(=O)N(C(C)c2ccccc2)C1` (centres undefined) as listed: . | 4 | -4 | 0.0 | -4 | 1.8 | . | . | .
# `COc1ccc(S(=O)(=O)N2CCCCC2)cc1-n1cnnn1` as listed: -3 | 0 | 3 | -0.1 | -2 | 2.5 | -10 | -5 | -1

# This is a subset (hit frequency here may not be typical).
